Screens (PubChem)
M4 ag: agonists of human muscarinic M4 receptor (CHRM4); CHO-K1 hM4/Gqi5, Fluo-8 calcium fluorescence; vehicle 0%, full acetylcholine response 100%; activation, % at 3 µM; 0.14% of 360,000 active; P08173;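 active means activation above the run mean over all test wells plus 3 SD, cut at about 32% in these data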;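 further: peak over basal fluorescence ratio per well then scaled between controls; 0% = DMSO wells and 100% = acetylcholine at EC100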
M4 antag: blocks acetylcholine activation of human M4 receptor; P08173; CHO-hM4 cells, ACh EC80, Fluo-8 calcium fluorescence; inhibition, % at 3 µM; 0.73% of 360,000 active;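 active means inhibition above its plate's cutoff, the mean inhibition of sample wells plus 3 SD, cut at about 27% in these data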;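 further: 0% = acetylcholine EC80 with DMSO and 100% = DMSO without agonist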
CHRM5 agonist: CHRM5 agonism in calcium assay; CHO-K1 hM5 cells, Fluo-8 calcium fluorescence; 0% DMSO wells, 100% maximal acetylcholine response; activation, % at 3 µM; 0.19% of 360,000 active; AID 624037;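 active means activation above the run's mean over test compounds plus 3 SD, cut at about 23% in these data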;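 further: signal is peak over basal fluorescence ratio across the kinetic read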
Target sequence (P08912 whole entry, looked up): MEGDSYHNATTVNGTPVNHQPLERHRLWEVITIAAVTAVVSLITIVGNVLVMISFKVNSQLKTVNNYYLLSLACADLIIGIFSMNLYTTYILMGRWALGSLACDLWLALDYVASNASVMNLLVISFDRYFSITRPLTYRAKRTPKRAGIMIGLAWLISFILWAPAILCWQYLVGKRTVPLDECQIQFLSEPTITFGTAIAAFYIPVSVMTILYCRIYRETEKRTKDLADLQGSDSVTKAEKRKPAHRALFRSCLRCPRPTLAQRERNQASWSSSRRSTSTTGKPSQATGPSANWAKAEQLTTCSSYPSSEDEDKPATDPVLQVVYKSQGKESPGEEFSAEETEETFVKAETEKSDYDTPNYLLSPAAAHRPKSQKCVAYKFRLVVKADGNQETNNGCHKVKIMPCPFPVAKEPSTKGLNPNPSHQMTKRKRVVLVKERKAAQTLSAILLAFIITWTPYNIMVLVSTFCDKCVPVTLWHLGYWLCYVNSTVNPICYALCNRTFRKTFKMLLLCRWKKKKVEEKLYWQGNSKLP
CHRM4 PAM: potentiates acetylcholine response at human M4 receptor; P08173; CHO-K1 hM4/Gqi5, Fluo-8 calcium fluorescence, ACh EC20; 0% = ACh EC20, 100% = maximal ACh; activation, % at 3 µM; 0.4% of 360,000 active; AID 624126;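 active means activation above its plate's cutoff, the mean activation of sample wells plus 3 SD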; further: some results filed as inactive read as strong as hits
CHRM1 PAM: human CHRM1 positive allosteric modulation. P11229. activation, % at 3 µM. CHO-K1 hM1, Fluo-8 calcium fluorescence, ACh EC20; 0% = ACh EC20, 100% = maximal ACh. 0.088% of 360,000 active; in the data active means activation above about 19%, passing the limit was not always enough
Target sequence (P11229 whole entry, looked up): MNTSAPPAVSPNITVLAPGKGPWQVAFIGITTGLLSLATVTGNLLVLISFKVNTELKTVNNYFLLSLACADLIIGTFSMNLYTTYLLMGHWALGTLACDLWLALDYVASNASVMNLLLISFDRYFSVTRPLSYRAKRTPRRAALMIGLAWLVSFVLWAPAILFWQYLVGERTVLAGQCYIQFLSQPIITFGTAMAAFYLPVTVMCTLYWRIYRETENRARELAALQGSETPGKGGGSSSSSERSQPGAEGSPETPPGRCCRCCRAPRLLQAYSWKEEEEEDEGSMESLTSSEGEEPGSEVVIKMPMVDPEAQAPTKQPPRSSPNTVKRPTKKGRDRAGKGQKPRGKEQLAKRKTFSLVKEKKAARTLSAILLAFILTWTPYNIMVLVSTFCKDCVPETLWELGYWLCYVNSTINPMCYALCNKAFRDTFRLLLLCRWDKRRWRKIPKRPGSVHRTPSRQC
CHRM5 antagonist: CHRM5 antagonism in calcium assay; P08912; CHO-hM5 cells, Fluo-8 calcium fluorescence, ACh EC80; inhibition, % at 3 µM; 0.59% of 360,000 active; AID 624040;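 active means inhibition above a per-plate cutoff, the mean of that plate's test compounds plus 3 SD, cut at about 27% in these data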;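 further: 0% = acetylcholine EC80 with DMSO and 100% = DMSO without agonist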
CRFR2-BP antag: antagonists of CRF-binding protein/CRF-R2 receptor complex. HEK293 CRF-R2/CRF-BP, CRF-induced calcium fluorescence. inhibition, % at 11.8 µM. 0.59% of 350,000 active. AID 588475;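 active means inhibition of the ligand-induced calcium signal above about 50% at the single tested concentration, limit read from the data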
CRFR2-BP ag: CRF-BP/CRF-R2 complex agonism | AID 588473 | HEK293 CRF-R2/CRF-BP, calcium dye fluorescence (FLIPR); percent of saturating CRF peptide response | 0.46% of 350,000 active | activation, % at 13.2 µM;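 active means activation of at least 50%, plus an integration ratio under a set limit after plate pattern correction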;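 further: plate controls were neutral control wells without compound for no effect and CRF at EC100 for full effect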
CHRM5 PAM: positive allosteric modulators of human muscarinic M5 receptor; P08912; activation, % at 3 µM; 0.3% of 360,000 active; CHO-K1 hM5, Fluo-8 calcium, ACh EC20 PAM; 0% = ACh EC20, 100% = ACh EC100;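 active means activation above the run cutoff, the mean activation of all test compounds plus 3 SD, cut at about 18% in these data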
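Measured by: Fluo-8 calcium fluorescence; material: human M5 receptor in CHO-K1 cells; schedule: Post-acetylcholine fluorescence recording 140 s; benchmarks: low control EC20 acetylcholine (0%), high control EC100 acetylcholine (100%); read-out: Max/basal fluorescence ratio as % of EC20–EC100 ACh window; compound: single dose, 3 µM nominal final test concentration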
The depositor's hits bear a star; · = not tested or not shown.

Each structure is followed by: M4 ag	M4 antag	CHRM5 agonist	CHRM4 PAM	CHRM1 PAM	CHRM5 antagonist	CRFR2-BP antag	CRFR2-BP ag	CHRM5 PAM
- CC(C)(C)NC(=S)NNC(=O)c1ccncc1
    1.1	-1.3	1.4	2.6	4.0	3.0	2.9	-1.1	-0.8
- COc1ccc(CC(=O)N(C)CC(=O)Nc2ccc(F)cc2)cc1S(=O)(=O)N1CCOCC1
    0.6	0.3	0.8	1.1	4.5	3.4	-5.9	1.5	3.8
- CCC(=O)Nc1c(C(=O)N2CCN(c3ccccn3)CC2)cnn1-c1ccc(Cl)cc1
    1.4	-0.9	-0.2	4.5	10.7	-4.3	7.2	-1.2	4.4
- O=C(N1CCOCC1)N1CCN(C(c2ccccc2)c2ccccc2)CC1
    -1.0	1.4	-2.5	-4.2	3.1	4.8	2.3	-2.2	-3.5
- CN(Cc1cn[nH]c1-c1cc2ccccc2o1)CC1CCOCC1
    1.1	-0.2	-0.6	1.4	6.0	2.5	21.0	-0.2	0.5
- CC(=O)Nc1ccc(NC(=O)CCCSc2nc3ccccc3[nH]2)cc1
    1.4	3.6	1.8	0.3	4.3	8.9	-12.9	2.0	-4.4
- COc1cc(SC)ccc1C(=O)Nc1ccc(Cl)cn1
    0.1	-4.0	-3.9	5.9	8.7	7.7	-5.3	1.4	0.1
- CCO[C@H]1OC(C(=O)N2CCN(Cc3ccc4c(c3)OCO4)CC2)=C[C@@H](c2ccccc2)[C@@H]1CCCO
    10.2	1.0	4.2	1.2	1.8	11.2	5.1	-2.7	-6.8
- COc1ccc(C(O)c2nc(-c3ccoc3)cs2)cc1 (configuration not stated)
    1.9	-4.0	0.8	4.3	9.7	6.1	·	·	-6.6
- Cc1cccc(C)c1N1C(=O)c2ccccc2NC(=O)C1C(=O)NCCc1ccccc1 (configuration not stated)
    2.6	4.4	1.9	-4.5	·	11.3	·	·	-1.4
- Cc1nc2ccc(NC(=O)CCS(=O)(=O)c3ccccc3)cc2s1
    2.6	-1.1	3.6	-5.8	8.1	4.7	6.6	-0.6	-2.6
- CC(=O)N1C[C@H]2CON(C)[C@H]2C[C@H]1c1ccc(-c2cccnc2)cc1
    1.2	3.2	0.8	0.8	2.9	6.3	12.8	-0.6	-1.6
- CCc1ccc(C(O)(CC(C)C)C(CN2CCOCC2)c2ccccc2)cc1 (configuration not stated)
    -1.0	-7.8	-3.5	-10.8	2.0	3.4	-30.8	-1.9	0.5
- O=C(NCCN1CCCCC1)c1cc(OCC(F)(F)F)ccc1OCC(F)(F)F
    -0.6	1.0	-4.6	-2.8	-7.3	-8.0	-7.7	0.2	1.1
- O=C(CCN1CCN(Cc2ccccc2)CC1)Nc1ccccc1Cl
    0.5	-0.1	-4.1	1.1	1.6	-4.4	15.2	-1.5	-0.4

Complete entries, quoted from the list.
O=C(NCCN1CCCCC1)c1cc(OCC(F)(F)F)ccc1OCC(F)(F)F is listed as M4 ag = -0.6; M4 antag = 1.0; CHRM5 agonist = -4.6; CHRM4 PAM = -2.8; CHRM1 PAM = -7.3; CHRM5 antagonist = -8.0; CRFR2-BP antag = -7.7; CRFR2-BP ag = 0.2; CHRM5 PAM = 1.1
COc1ccc(CC(=O)N(C)CC(=O)Nc2ccc(F)cc2)cc1S(=O)(=O)N1CCOCC1 is listed as M4 ag = 0.6; M4 antag = 0.3; CHRM5 agonist = 0.8; CHRM4 PAM = 1.1; CHRM1 PAM = 4.5; CHRM5 antagonist = 3.4; CRFR2-BP antag = -5.9; CRFR2-BP ag = 1.5; CHRM5 PAM = 3.8

The list goes on:
Each structure is followed by: M4 ag	M4 antag	CHRM5 agonist	CHRM4 PAM	CHRM1 PAM	CHRM5 antagonist	CRFR2-BP antag	CRFR2-BP ag	CHRM5 PAM
- COc1ccc(CC(=O)Nc2cc(=O)n(C)c(=O)n2C)cc1
    -0.1	-1.3	1.5	1.2	10.7	2.6	-0.7	-1.0	2.0
- O=C(c1ccco1)N1CCN(CC(O)COc2ccc(Br)cc2)CC1 (configuration not stated)
    1.4	-1.1	-3.7	-3.1	-7.2	-4.8	5.9	2.1	1.9
- Cc1cc(C)c2nc(C(F)(F)F)nc(NCCCN3CCOCC3)c2c1
    3.3	4.9	0.4	-4.1	-4.2	2.9	-26.9	-1.8	1.1
- CC(C)CCn1c(CN2CC(C)OC(C)C2)nc2c1c(=O)n(C)c(=O)n2C (configuration not stated)
    1.2	-1.6	1.3	3.3	9.6	-3.2	-4.5	-5.6	-0.5
- COc1ccccc1-c1nc(S(=O)(=O)c2ccccc2)c(N2CCCCC2)o1
    4.0	-13.3	-3.5	3.9	7.8	-0.5	-4.4	-3.2	2.9
- Cc1ccc(C(=O)Nc2ccc(OCc3ccccc3)cc2)cc1[N+](=O)[O-]
    3.5	-0.7	1.5	-0.4	1.6	-8.1	27.1	0.8	-7.2
- CCOc1ccc(CC(=O)OCc2cc(=O)n3cc(Br)ccc3n2)cc1
    1.9	-1.9	4.9	3.1	2.4	9.5	-19.9	-1.1	2.8
- N#Cc1ccsc1NC(=O)CN1CCN(S(=O)(=O)c2cc(Cl)ccc2Cl)CC1
    6.6	-2.3	-0.4	-0.9	-12.6	6.4	8.0	7.8	-6.5
- COc1cccc(-n2c(SCC(=O)N3CCc4ccccc43)nnc2-c2c[nH]c3ccccc23)c1
    1.0	-6.7	1.5	-6.0	4.2	2.9	-26.9	18.9	-10.4
- NC(=O)CSc1nnnn1-c1cccc(Cl)c1
    0.2	-1.0	-1.3	7.2	11.7	-3.9	25.4	0.4	4.4
- Cc1nnsc1C(=O)N(Cc1ccccc1)C(C)C
    0.1	-6.8	0.4	-4.6	4.7	5.4	10.5	-6.1	-5.5
- COc1ccc(N(CC(=O)Nc2ccc(Cc3ccncc3)cc2)S(=O)(=O)c2ccccc2)cc1
    0.7	6.6	-4.0	-3.1	-1.4	9.3	-25.1	1.7	-1.2
- COc1ccc(CCN(C)C(=O)c2c(C)noc2C)cc1OC
    0.6	6.0	-0.5	4.8	4.3	13.9	0.7	-0.4	-7.7
- O=C(Nc1ccccc1)NC1CCS(=O)(=O)C1 (configuration not stated)
    0.5	2.7	1.8	11.1	5.8	-2.2	-6.9	0.6	0.4
- O=C(Cn1nnc(-c2ccccc2)n1)N/N=C/c1cc([N+](=O)[O-])ccc1O
    3.0	21.1	0.1	12.9	-0.8	5.0	21.8	-2.7	-7.0
- O=C1CS/C(=N/N=C/c2ccccc2OS(=O)(=O)c2ccccc2)N1
    1.1	-1.9	-0.8	5.8	11.6	4.4	-10.3	-2.3	2.9
- COc1ccc(CCNC(=O)C(NS(=O)(=O)c2cccc3nsnc23)C(C)C)cc1OC (configuration not stated)
    0.9	-8.5	-0.4	-0.8	2.9	2.2	-8.4	-0.2	10.2
- O=C(O)CCc1ccc(S(=O)(=O)Nc2ccccc2N2CCCCC2)cc1
    0.9	-2.9	1.1	-1.9	2.8	10.4	-2.3	1.6	0.3
- CN(C)CCNC(=O)c1cccc2nc3cccc(F)c3nc12
    0.3	-7.9	-3.6	-1.6	0.5	4.4	-2.0	-0.4	-11.6
- COc1ccc(/C=N/N=C2/NC(=O)C(CC(=O)NC(C)C)S2)cc1 (configuration not stated)
    1.5	-3.0	-3.8	7.7	5.0	9.6	3.1	-3.1	2.0
- O=C(OCC(=O)c1ccc(Cl)s1)c1ccccn1
    0.1	2.4	-3.2	2.5	5.8	-9.9	0.7	-0.1	2.1
- O=C(NC(c1ccc(Cl)cc1)c1ccsc1)C1CCN(Cc2cccc(Cl)c2)CC1 (configuration not stated)
    14.6	-0.8	-1.3	-7.2	-9.4	11.0	·	·	-13.5
- CCOCCCNC(=O)CS(=O)(=O)Cc1nc(-c2cccc(OC)c2)oc1C
    0.7	0.0	-3.6	17.9	2.5	-0.9	0.1	-1.5	-0.9
- COc1ccc(/C=C2/N=C3CCCCCN3C2=O)cc1OC
    0.3	-5.7	-3.7	1.7	7.9	1.8	45.8	1.4	2.4
- CN(C)S(=O)(=O)c1cc(NC(=O)CN2CCN(c3ccc(O)cc3)CC2)ccc1Cl
    1.4	6.1	-1.2	0.7	6.8	17.3	2.2	0.3	-1.5
- Cn1c(COc2ccccc2)nnc1SCCSc1nnc(COc2ccccc2)n1C
    0.6	9.8	-1.4	-6.5	-6.5	9.4	-7.1	-1.1	-4.2
- Cc1cccc(C)c1NC(=O)C(=O)NCCc1c[nH]c2ccccc12
    8.9	4.7	16.1	10.4	7.0	-0.1	-4.4	1.1	-0.5
- O=C(COC(=O)c1ccccc1[N+](=O)[O-])c1ccc(C2CCCCC2)cc1
    0.2	-1.0	-2.1	1.2	-4.9	4.2	9.6	0.2	-2.9
- Cc1nn(-c2ccccc2)cc1/C=N/NC(N)=S
    2.6	0.0	-1.6	-6.9	30.5*	16.5	6.1	-2.5	-7.1
- CCOc1ccc(Cn2c(=O)sc3ccccc32)cc1OC
    7.5	-4.9	2.4	-17.6	-6.0	11.0	22.9	0.3	-7.4
- Cc1nc(NCCc2cnc[nH]2)c2oc3ccccc3c2n1
    1.0	-3.0	-1.6	2.2	-0.9	12.5	3.6	-0.1	-6.4
- c1ccc2sc(N3CCN(Cc4nnnn4CC4CCCO4)CC3)nc2c1 (configuration not stated)
    2.8	3.9	5.0	-4.6	-1.0	-9.6	1.2	8.3	0.5
- COc1cc(NC(=O)Nc2ccc(C)cc2)cc([N+](=O)[O-])c1
    20.4	12.6	9.5	-19.6	-8.3	25.8	11.1	-0.1	-17.3
- CC(=O)Nc1ccc(OCCOc2ccc(/C=C3\C(=N)N4N=C(C)SC4=NC3=O)cc2)cc1
    0.8	2.5	-0.8	-9.3	0.9	13.7	10.2	-2.2	-6.4
- CCN(CC)S(=O)(=O)c1ccc(C)c(NC(=S)NC2CCCCC2)c1
    5.9	4.2	-0.8	-18.0	3.2	13.1	-24.4	1.3	-6.5
- CS(=O)(=O)N(CC(=O)NCc1ccco1)Cc1ccc(Cl)cc1
    0.4	-3.6	-2.4	5.5	4.5	-4.6	3.5	0.9	-1.2
- CCCc1nnc(NC(=O)CCC(=O)N2CCN(C3c4ccccc4-c4ccccc43)CC2)s1
    1.1	-9.0	-1.9	1.7	6.3	4.2	-3.6	-2.1	-2.5
- Cc1ccc(NC(=S)NCc2ccccc2)cc1S(=O)(=O)N1CCCCC1
    14.5	-2.5	3.4	-21.5	-9.4	16.1	5.5	5.6	-13.5
- CCOC(=O)C1(C)CCCN1C(=O)c1ccccc1OC (configuration not stated)
    0.0	-8.8	1.1	6.2	5.8	-4.8	·	·	2.5
- Cc1nn(C)c(C)c1/C=C/C(=O)O
    0.0	0.9	0.9	4.6	11.8	3.6	6.5	1.5	5.9
- O=C(Nc1ccc(-c2nnco2)cc1)c1ccccc1
    1.8	5.6	-4.6	-2.3	7.5	9.2	2.9	-1.1	1.6
- O=C(N/N=C/c1ccccc1)c1ccc(OCc2ccccc2)cc1
    0.8	-1.6	5.2	-8.1	2.7	-16.8	6.8	1.3	0.6
- CCNc1nn2ccccc2c1/C=C(\C#N)C(=O)OCC
    2.3	-10.3	-4.5	3.8	8.5	0.4	1.3	-1.0	0.5

Copied from the list.
Reading of CCCc1nnc(NC(=O)CCC(=O)N2CCN(C3c4ccccc4-c4ccccc43)CC2)s1 in CHRM5 PAM: -2.5
Reading of CCNc1nn2ccccc2c1/C=C(\C#N)C(=O)OCC in CRFR2-BP ag: -1.0
Reading of O=C(Nc1ccc(-c2nnco2)cc1)c1ccccc1 in CHRM5 antagonist: 9.2
Reading of COc1cc(NC(=O)Nc2ccc(C)cc2)cc([N+](=O)[O-])c1 in CHRM4 PAM: -19.6
